Assay outcomes (PubChem)
GAA glycogen = GAA glycogen-cleavage inhibition or activation | Potency, µM (highest dose often 76.4 µM), for the others: at the top dose activity change, negative = inhibition, actives largely listed as inhibitors | recombinant GAA, glycogen substrate, Amplex Red glucose oxidase fluorescence | 300,000 compounds, 0.38% hits | P10253; active = well fitted inhibition curve with a large enough effect; inconclusive = small, poorly fitted or top-dose-only effect, or another doubt; inactive = no such curve, though single readings can be large or run the other way;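 also: 0% = full enzyme reaction and -100% = no-enzyme basal signal; the screen sought inhibitors and activators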
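Recombinant human enzyme (4 nM); glycogen substrate; 37 C, 40 min, pH 5.0. Readout: coupled glucose oxidase/Amplex Red fluorescence.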
Starred values were filed as active, the others as inactive; ? = inconclusive; [ ] = another dose, or the depositor's remark. Potency is read from the fitted curve at half-maximal effect. These rows are one share of the data; rates above refer to the full screens.

SMILES | GAA glycogen
CCOC(=O)C1CCN(C(=O)c2ccc(OC3CCN(C(=O)COC)CC3)cc2)CC1 | -1%[76.3 µM]
Cc1ccn2c(c1)nc(=O)c1cc(S(=O)(=O)N3CCCCC3)c(Cl)cc12 | 13%[76.3 µM]
Cc1ccc(CNC(=O)CCCn2c(=O)c3ccccc3n(CC(=O)Nc3ccc(C)cc3)c2=O)cc1 | -5%[76.3 µM]
CCCN(CCC)C(=O)c1c[nH]c2ccc(S(=O)(=O)Nc3cc(C)cc(C)c3)cc2c1=O | -12%[76.3 µM]
CC(=O)Nc1ccc(S(=O)(=O)N2CCN(c3ccc([N+](=O)[O-])cc3)CC2)cc1 | -8%[76.3 µM]
CCc1nnc(NC(=O)CN2CCN(Cc3ccccc3C)CC2)s1 | 3%[76.3 µM]
Cc1ccc(C)c(NC(=O)CSc2cn(CC(=O)N3CCCC3)c3ccccc23)c1 | -4%[76.3 µM]
Cc1noc(C)c1S(=O)(=O)N1CCN(c2ccc(Cl)cc2)CC1 | 0%[76.3 µM]
O=C(c1ccco1)N1CCN(Cc2nnc(-c3ccccc3)o2)CC1 | 3%[76.3 µM]
CCc1ccccc1NC(=O)C1=CC(c2cccs2)=NS(=O)(=O)N1C | 0%[76.3 µM]
CC(C)(C)C1CCc2oc3ccc(NS(=O)(=O)c4cc(Cl)ccc4Cl)cc3c2C1 (stereo not given) | -22%[76.3 µM]
COc1cccc(NC(=O)Nn2cnnc2)c1 | 1%[76.3 µM]
Cc1cccc(CCNc2ncnc3onc(-c4ccc(Cl)cc4)c23)c1 | 5%[76.3 µM]
COc1ccc(C(=O)OCC(=O)NC(C)CCc2ccccc2)cc1 (stereo not given) | 4%
COc1ccc(CCC(=O)N2CCCC(Nc3ccc(C)c(C)c3)C2)cc1OC (stereo not given) | 6%[76.3 µM]
Cc1cccn2cc(-c3cccc(NC(=O)C(C)C)c3)nc12 | 10%[76.3 µM]
Cc1cc(C)c2c(-n3cccc3)c(C(=O)NCCc3ccccc3)sc2n1 | 8%[76.3 µM]
Cc1ccc(C)c(N2CCN(C(=O)Cn3nc(Cc4cccnc4)c4ccccc4c3=O)CC2)c1 | 12%[76.3 µM]
COc1ccccc1N1CCN(S(=O)(=O)c2cn(C)cn2)CC1 | 1%[76.3 µM]
O=C(Nc1ccccc1NC(=O)c1c(F)cccc1F)c1c(F)cccc1F | -3%
Cc1ccccc1CN1CCN(C(=O)CC(C)C)CC1 | 18%[76.3 µM]
O=c1[nH]c(NC2CCN(S(=O)(=O)c3ccccc3C(F)(F)F)CC2)nc2c1CCCC2 | 9%[76.3 µM]
Cc1cccc(NC(=O)Cn2c(=O)n(CCCS(=O)(=O)C3CCCCC3)c(=O)c3ccccc32)c1 | 9%[76.3 µM]
Cc1c(Br)c([N+](=O)[O-])nn1CC(=O)N1CCN(C23CC4CC(CC(C4)C2)C3)CC1 | -2%[76.3 µM]
COc1ccc(-n2c(C)nc3c(cnn3-c3ccc(F)cc3)c2=O)cc1 | 12%[76.3 µM]

Part of the list above in order of molar mass, lowest first:
SMILES | GAA glycogen
COc1ccc(C(=O)OCC(=O)NC(C)CCc2ccccc2)cc1 (stereo not given) | 4%
Cc1noc(C)c1S(=O)(=O)N1CCN(c2ccc(Cl)cc2)CC1 | 0%[76.3 µM]
O=C(Nc1ccccc1NC(=O)c1c(F)cccc1F)c1c(F)cccc1F | -3%
CC(=O)Nc1ccc(S(=O)(=O)N2CCN(c3ccc([N+](=O)[O-])cc3)CC2)cc1 | -8%[76.3 µM]
CC(C)(C)C1CCc2oc3ccc(NS(=O)(=O)c4cc(Cl)ccc4Cl)cc3c2C1 (stereo not given) | -22%[76.3 µM]
O=c1[nH]c(NC2CCN(S(=O)(=O)c3ccccc3C(F)(F)F)CC2)nc2c1CCCC2 | 9%[76.3 µM]
Cc1cccc(NC(=O)Cn2c(=O)n(CCCS(=O)(=O)C3CCCCC3)c(=O)c3ccccc32)c1 | 9%[76.3 µM]

New compounds follow.
SMILES | GAA glycogen
Cc1ccc2c(C)c(C(=O)N(Cc3ccccc3)C3CCS(=O)(=O)C3)oc2c1 (stereo not given) | 4%
CCOCCn1c(=O)c2c(nc3n2CC(C)CN3Cc2ccccc2)n(C)c1=O (stereo not given) | -4%[76.3 µM]
O=C(Cn1nc(Cc2cccnc2)c2ccccc2c1=O)N1CCN(c2ccc(F)cc2)CC1 | -11%[76.3 µM]
Cc1ccc2oc(=O)c3cc(C(=O)N4CCN(c5ccccc5F)CC4)sc3c2c1 | 20%[76.3 µM]
COc1cc(/C=N\NC(=O)c2ccc(-c3ccccc3)cc2)ccc1OCC(N)=O | 4%[76.3 µM]
COc1ccccc1-c1nc2c3c(-c4ccccc4)c(-c4ccccc4)oc3ncn2n1 | 1%[76.3 µM]
Cc1ccc(C)c(S(=O)(=O)NCc2ccc(C(=O)N3CCOCC3)cc2)c1 | -2%[76.3 µM]
CN(C(=O)c1ccc(N2CCOCC2)c([N+](=O)[O-])c1)C1CCCCC1 | 21%[76.3 µM]
COc1ccccc1CCNC(=O)c1c(C)nn(CC(C)C)c1Cl | -6%[76.3 µM]
Fc1ccc(Cn2nnc3ccccc32)cc1 | 2%
O=S(=O)(c1ccccc1)c1nnn2c1nc(NCc1ccccc1)c1sccc12 | 0%[76.3 µM]
Fc1ccc(OCCOCCN2CCNCC2)cc1 | 1%[76.3 µM]
O=C(Cc1ccc(Cl)cc1)N1CCN(c2ccccc2)CC1 | -7%
Cc1cccc(NC(=O)C2CCCN(S(=O)(=O)c3ccc(-n4cnnn4)cc3)C2)c1 (stereo not given) | -5%
COc1ccc(N2CCN(c3ncnc4scc(-c5ccc(F)cc5)c34)CC2)cc1 | -1%[76.3 µM]
CC1CCCC(C)N1C(=O)Cn1nnc(-c2ccccc2)n1 (stereo not given) | 2%
CN1CCN(c2nc(-c3ccc(C(C)(C)C)cc3)nc3ccccc23)CC1 | -1%
C/C=C/c1ccc(OCCNCc2ccccc2)c(OC)c1 | -8%[76.3 µM]
CS(=O)(=O)Nc1ccc(-c2cc(/C=C3\SC(N)=NC3=O)c[nH]c2=O)cc1 | 13%[76.3 µM]
CN(CCCNC(=O)CCc1cn(C)c2ccccc12)C1CCCCC1 | 1%
O=C(O)c1cccc(Nc2nc(-c3ccccc3)nc3ccccc23)c1 | 2%
CCc1ccc2oc(-c3cc(NC(=O)c4cc([N+](=O)[O-])ccc4N4CCOCC4)ccc3Cl)nc2c1 | 0%[76.3 µM]
COc1cc2c(cc1OC)n(CC(=O)NC1CCCCCC1)n1c(C)cc(=O)nc21 | -5%[76.3 µM]
Cc1cc(Br)ccc1OCCOCCN1CCCC1 | 3%[76.3 µM]
Cc1ccc(C)c(Nc2nc(-c3ccncc3)nc3ccccc23)c1 | 6%

Exported as a markdown table: entries from further up
| molecule | GAA glycogen |
| --- | --- |
| COc1cc2c(cc1OC)n(CC(=O)NC1CCCCCC1)n1c(C)cc(=O)nc21 | -5%[76.3 µM] |
| Cc1cc(Br)ccc1OCCOCCN1CCCC1 | 3%[76.3 µM] |

Next entries
SMILES | GAA glycogen
COC(=O)C1=C(O)/C(=C/c2ccc(OCC(=O)Nc3ccccc3)cc2)N=C1C | -4%[76.3 µM]
O=C(NCCc1c[nH]c2ccccc12)c1cccc(Br)c1 | 4%
Cc1ccc(Cl)cc1N1C(=O)CC(Sc2ncccn2)C1=O (stereo not given) | -3%[76.3 µM]
O=C(NCCc1ccc(Cl)cc1)c1ccc2ccccc2n1 | -3%[76.3 µM]
CCc1ccc(C2Sc3ccccc3NC3=C2C(=O)c2ccccc23)cc1 (stereo not given) | -15%[76.3 µM]
CCc1ccc(NC(=O)CN2C(=O)CC(c3ccccc3)Sc3ccccc32)cc1 (stereo not given) | 1%[76.3 µM]
CC(C)CCN1C(=O)c2ccccc2CC1(C)C(=O)NC1CCCCC1 (stereo not given) | -1%[76.3 µM]
C=C(C)c1cccc(C(C)(C)NC(=O)Nc2cccnc2)c1 | -1%[76.3 µM]
O=C(Cn1c(=O)n(Cc2cccs2)c(=O)c2cccnc21)Nc1ccccc1F | -4%[76.3 µM]
O=C(NCc1cccc(Cl)c1)N1CCN(S(=O)(=O)c2ccccc2F)CC1 | -5%
CCOc1ccccc1NC(=O)c1ccc(C(=O)Nc2ccccc2OCC)nc1 | -2%[76.3 µM]
CCOC(=O)COc1ccc(S(=O)(=O)NC2CC2)cc1 | -14%[76.3 µM]
S=C(c1ccccc1)N1CCCC1 | -4%[76.3 µM]
COC(=O)c1ccc(S(=O)(=O)N2CCOCC2)o1 | -5%[76.3 µM]
Cc1cccc(N2C(=O)N3[C@H](c4ccc(Cl)cc4)[C@@H]4C(=O)N(C5CCCCC5)C(=O)[C@@H]4[C@]3(Cc3ccc(Cl)cc3)C2=O)c1 | -10%[76.3 µM]
O=C(NC(=S)NNC(=O)c1ccccc1O)c1ccccc1 | -1%
CCC(C(=O)Nc1cccc(Cl)c1C)n1nc(C)c2sc3ccccc3c2c1=O (stereo not given) | 7%[76.3 µM]
Cc1ccc(Nc2c([N+](=O)[O-])ccc3nonc23)cc1C | 8%
COc1cc(-c2noc(-c3cc4cc(F)ccc4oc3=O)n2)cc(OC)c1OC | 20%[76.3 µM]
COc1ccc(/C=C\c2onc(C)c2S(=O)(=O)N2CCC(C(=O)Nc3ccc(C)cc3C)CC2)cc1 | 11%[76.3 µM]
CCCOc1ccc(NC(=O)CC2C(=O)N(c3ccc(C)cc3)C(=O)N2C2CCCC2)cc1 (stereo not given) | ?
CCCCOc1ccc(Cn2c(=O)oc3ccccc32)cc1 | 3%
COc1ccc(CCNC(=O)c2c(O)c3ccccc3[nH]c2=O)cc1 | -13%[76.3 µM]
COc1ccc2ccccc2c1CNC(C)c1ccccc1 (stereo not given) | 14%[76.3 µM]
CCC(CC)COC(=O)C1=C(C)NC(=O)NC1c1ccc(N(C)C)cc1 (stereo not given) | 3%[76.3 µM]

The list goes on:
SMILES | GAA glycogen
O=C(CC(=O)Nc1ccccc1C(F)(F)F)Nc1ccccc1C(F)(F)F | -3%
Cc1ccc(O)c(C2=Nc3ccccc3N=C(c3cccc(F)c3)C2)c1 | 16%[76.3 µM]
Cc1cc(OCC(=O)Nc2ccc(CN3CCOCC3)cc2)c2c(C)c(C)c(=O)oc2c1 | -7%[76.3 µM]
CN(Cc1cnn(C)c1)C(=O)C1CCC(=O)N(Cc2cccc(F)c2)C1 (stereo not given) | -8%[76.3 µM]
COc1ccc(NC(=O)c2ccccc2Oc2ccccc2)cc1 | 7%[76.3 µM]
Cc1cccc(N2CCN(C(=O)COc3ccc4c(C)cc(=O)oc4c3C)CC2)c1C | -11%[76.3 µM]
CCOc1ccc(CNc2nc3ccccc3n2C)cc1 | -4%[76.3 µM]
CCOc1ccc(N(CC(=O)Nc2c(C)n(C)n(-c3ccccc3)c2=O)S(=O)(=O)c2ccc(F)cc2)cc1 | -7%[76.3 µM]
Cc1ccccc1-n1nnnc1SC(C)C(=O)Nc1ccc(N2CCN(C)CC2)cc1 (stereo not given) | 11%[76.3 µM]
Cc1cccc(-c2nc3nc(C)cc(N4CCN(c5ccccc5)CC4)n3n2)c1 | 10%[76.3 µM]
O=C1c2ccccc2NC(c2ccccc2O)N1O (stereo not given) | 0%
Cc1nn(C(C)C(=O)NCCCN2CCCCCC2)c(=O)c2cc3sccc3n12 (stereo not given) | -2%[76.3 µM]
COc1ccc(O)c(-c2cc(-c3ccc(F)cc3)n[nH]2)c1 | 2%
Cc1ccc(NC(=O)CC2(CC(=O)O)CCCC2)c(C)c1 | -2%
Cc1ccc(NC(=O)Nn2cnnc2)cc1 | 2%[76.3 µM]
COc1ccc(CN2C(=O)c3cccnc3C2=O)cc1S(=O)(=O)N1CCOc2ccc(C)cc21 | -5%[76.3 µM]
CC(=O)N1CCc2c(sc3c2c(=O)n(Cc2ccccc2)c(=O)n3Cc2ccc(Cl)cc2)C1 | -7%[76.3 µM]
CC(C)(C)OC(=O)NC(Cc1ccccc1)C(=O)NC(CSC1CCCCO1)C(=O)NN (stereo not given) | 0%[76.3 µM]
COc1ccccc1-c1nnc(NC(=O)c2ccc(S(=O)(=O)N3CCCC3)cc2)o1 | 3%[76.3 µM]
COc1ccc(CNS(=O)(=O)c2ccc3c(c2)NC(=O)C(C)C(=O)N3)cc1 (stereo not given) | -13%[76.3 µM]
COc1ccc(CNC(=O)c2ccc(NC(=O)N3CCSc4ccccc43)cc2)cc1 | 3%[76.3 µM]
CC(C)CC(=O)N1CCN(Cc2ccc3ccccc3c2)CC1 | -9%[76.3 µM]
O=[N+]([O-])c1cccc(NC(=S)Nc2nc(-c3ccc(Cl)cc3Cl)cs2)c1 | -3%[76.3 µM]
Cc1ccccc1CNC(=O)c1ccc(CS(=O)Cc2ccc(Cl)cc2)o1 (stereo not given) | -8%[76.3 µM]
O=C(Nc1ccccc1N1CCCC1)c1ccccc1F | 4%[76.3 µM]
CNC(=O)Cn1nc(-c2ccc(Cl)cc2)c2ccccc2c1=O | -3%
CCOC(=O)c1c(NC(=O)c2cc(=O)c3c(C)cc(C)cc3o2)sc(C(C)=O)c1C | 7%[76.3 µM]
Cc1ccc(-c2nc(C(=O)NCCCN(C)C)cc3c2[nH]c2ccccc23)cc1 | -3%
COc1cccc(Cn2c(=O)n(-c3ccc(C)c(F)c3)c(=O)c3sc4ccccc4c32)c1 | 6%[76.3 µM]

Part of the list above, reformatted.
Molecule	GAA glycogen
CCOc1ccc(N(CC(=O)Nc2c(C)n(C)n(-c3ccccc3)c2=O)S(=O)(=O)c2ccc(F)cc2)cc1	-7%[76.3 µM]
Cc1ccccc1-n1nnnc1SC(C)C(=O)Nc1ccc(N2CCN(C)CC2)cc1 (stereo not given)	11%[76.3 µM]
Cc1cccc(-c2nc3nc(C)cc(N4CCN(c5ccccc5)CC4)n3n2)c1	10%[76.3 µM]
